hERG protect = hERG (human) protection from proarrhythmic block; Q12809; activation (rescue from dofetilide block), less the hit threshold, % at 10 µM; hit rate 0.51% among 310,000; CHO-hERG, FluxOR thallium flux, dofetilide IC70 present;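 active = activation above the mean of controls blocked by dofetilide plus 5 SD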;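 note: thallium influx through hERG after potassium depolarization seen as dye fluorescence rise; in these data hits start at about 4.7%; inactives centre near -7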
RGS4 inh = inhibitors of human RGS4. HEK293 M3R/RGS4 inducible, Fluo-4 calcium flux; active compounds read high; triggered by carbachol at its EC20. hit rate 0.45% among 310,000. AID 463165. B-score at 10 µM;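 active = B-score, a plate-corrected calcium signal, over three deviations above library mean, with baseline fluorescence within five deviations of library mean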;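 note: RGS4 expression induced by doxycycline in cells with stable M3 receptor; B-score is computed from the integrated fluorescence ratio over baseline after carbachol; higher B-score means a larger calcium signal and so more RGS4 inhibition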
Target sequence (P49798 whole entry, looked up): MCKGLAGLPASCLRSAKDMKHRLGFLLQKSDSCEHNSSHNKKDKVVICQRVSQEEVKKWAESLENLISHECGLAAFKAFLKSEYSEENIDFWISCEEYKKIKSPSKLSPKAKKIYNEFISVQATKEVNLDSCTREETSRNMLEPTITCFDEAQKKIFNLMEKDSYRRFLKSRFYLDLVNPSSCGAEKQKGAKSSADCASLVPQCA
DYRK1A inh = blocks rat Dyrk1A kinase activity | Q63470 | ADP-Glo luminescence, NFATc1 peptide | inhibition, % at 12.5 µM | hit rate 0.43% among 310,000 | AID 504441; in the data active = inhibition above about 50%;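 note: plate controls were vehicle with enzyme for no effect and no enzyme for full effect; many of its hits are not listed in these tables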
KCNQ1 block = blocks the human KCNQ1 potassium channel; CHO-K1 KCNQ1, FluxOR thallium flux fluorescence; active compounds read high; hit rate 1.3% among 310,000; B-score at 10 µM; P51787;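 active = compounds whose thallium flux B-score, printed positive for inhibition, exceeds three library SD while starting fluorescence stays within three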;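 note: channel opened by potassium depolarization with thallium stimulus after 20 min compound exposure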
KCNK3 block = human KCNK3 channel inhibition, primary screen; CHO-KCNK3 thallium flux, FluxOR fluorescence; active compounds read low; B-score at 10 µM; hit rate 0.84% among 340,000;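 active = B-score under library mean minus 4 SD, starting fluorescence ratio at most library mean plus 5 SD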;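 note: more negative B-score means stronger inhibition of thallium flux through KCNK3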
Target sequence (O14649 whole entry, looked up): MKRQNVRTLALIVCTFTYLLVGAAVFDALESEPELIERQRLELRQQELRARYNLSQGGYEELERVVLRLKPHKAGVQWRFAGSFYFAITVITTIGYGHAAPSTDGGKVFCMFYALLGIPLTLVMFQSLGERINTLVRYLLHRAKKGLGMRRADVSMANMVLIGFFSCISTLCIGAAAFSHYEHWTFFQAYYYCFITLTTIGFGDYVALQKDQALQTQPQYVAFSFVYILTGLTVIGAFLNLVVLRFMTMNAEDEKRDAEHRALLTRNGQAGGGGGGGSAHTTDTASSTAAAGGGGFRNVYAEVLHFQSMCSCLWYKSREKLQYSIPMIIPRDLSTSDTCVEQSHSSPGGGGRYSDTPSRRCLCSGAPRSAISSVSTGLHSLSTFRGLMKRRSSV
GSK3A inh = blocks human GSK-3 alpha kinase; P49840; ADP-Glo luminescence, 60 min; inhibition, % at 10 µM; hit rate 0.1% among 320,000; AID 2650;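 in the data active = inhibition above about 50%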;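 note: GST-tagged GSK-3 alpha with peptide substrate and 25 µM ATP; 0% = DMSO neutral wells and 100% = GW8510 positive control wells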
KCNK9 inh = human KCNK9 channel inhibition | Q9NPC2 | HEK293 KCNK9, FluxOR thallium flux fluorescence; active compounds read low | B-score at 10 µM | hit rate 1.2% among 310,000 | AID 488922;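 active = ratio B-score over 3 SD below the library mean, with starting fluorescence within 5 SD of its mean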;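 note: negative B-score means less thallium flux so channel inhibition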
RGS4 act = RGS4 potentiation or activation; HEK293 M3R/inducible RGS4, carbachol calcium flux Fluo4; active compounds read low; B-score at 10 µM; hit rate 0.92% among 310,000; AID 463111;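 active = B-score of the integrated calcium signal more than 4 SD below the library mean, with starting fluorescence not abnormally high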;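 note: negative B-score means reduced calcium response which marks RGS4 activation or potentiation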
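Assay system: Inducible-RGS4 HEK293 cells carrying M3 receptor | Schedule: Compound preincubation 20 min at room temperature before agonist | Signal: Kinetic calcium fluorescence imaging with Fluo4-AM dye, 2 µM | Read-out basis: B score from integrated fluorescence ratio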
PolyA inh = yeast polyadenylation inhibition | hit rate 0.02% among 300,000 | calls only at 12 µM | S. cerevisiae SKY197-pL101 polyadenylation reporter, beta-gal luminescence; efflux-impaired pdr1/pdr3 knockout yeast; score 100 = 6 SD above DMSO;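 active = lowest replicate activity score at least 50, where 100 means six control SD above control mean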;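 note: yeast exposed to compound for 9 h at 30 °C; higher score means more reporter readthrough which indicates perturbed polyadenylation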
GSK3beta inhib = human GSK3beta kinase inhibition; AID 2097; activity score (negative = inhibition), % at 10 µM; P49841; GST-GSK3beta kinase, ADP-Glo luminescence, 60 min; active compounds read low; hit rate 0.038% among 300,000;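 active = more than half of replicate wells score below -50%, meaning over 50% inhibition versus plate controls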;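 note: 0% = median DMSO wells and -100% = median GW8510 positive control wells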
Target sequence (P49841 whole entry, looked up): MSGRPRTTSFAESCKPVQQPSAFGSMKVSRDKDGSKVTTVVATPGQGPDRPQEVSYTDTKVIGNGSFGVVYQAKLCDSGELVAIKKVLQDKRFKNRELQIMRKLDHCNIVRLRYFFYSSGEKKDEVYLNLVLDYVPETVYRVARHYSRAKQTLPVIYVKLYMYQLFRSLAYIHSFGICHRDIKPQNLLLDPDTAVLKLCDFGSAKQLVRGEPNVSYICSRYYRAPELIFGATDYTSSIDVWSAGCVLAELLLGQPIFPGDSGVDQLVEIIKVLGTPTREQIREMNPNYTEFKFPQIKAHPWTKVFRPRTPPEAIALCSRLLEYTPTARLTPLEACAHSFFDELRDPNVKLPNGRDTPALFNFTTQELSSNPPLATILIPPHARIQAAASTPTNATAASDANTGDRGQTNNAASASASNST
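Test system: GST-tagged human GSK3beta kinase, cell-free; evaluation: activity score scaled between in-plate DMSO and GW8510 controls; measured by: ADP-Glo luminescence; incubation: 60 min reaction, RT; benchmarks: DMSO and 20 µM GW8510; reagent: peptide substrate plus 25 µM ATP (final); medium: Tris/MgCl2 kinase buffer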
KCNQ1 act = potentiators or activators of human KCNQ1 potassium channel | P51787 | hit rate 0.35% among 310,000 | B-score at 10 µM | CHO-K1 KCNQ1, thallium flux FluxOR fluorescence; active compounds read high;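 active = fluorescence ratio B-score, a plate-corrected score, at least three library SD, with initial intensity B-score within 5 SD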
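Assay system: CHO-K1 cells stably expressing KCNQ1. Medium: assay buffer for compound exposure, DMSO matched across wells. Timing: 37 °C overnight plating, 90-min dark dye load, 20-min compound pretreatment. Signal: kinetic FluxOR fluorescence, 10 s baseline plus 110 s post-stimulus.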
The depositor's hits bear a star; i = inactive; / = not tested or not shown; & = joins results of further samples. These rows are one share of the data. The share of hits here may be higher or lower than overall.

SMILES	hERG protect	RGS4 inh	DYRK1A inh	KCNQ1 block	KCNK3 block	GSK3A inh	KCNK9 inh	RGS4 act	PolyA inh	GSK3beta inhib	KCNQ1 act
O=C(NCc1ccncc1)c1cn(-c2ccccc2)nc1-c1cccnc1	-1	i	0	i	i	-2	i	i	i	1	i
COc1cc(/C=C2/SC(=O)NC2=O)ccc1OCc1ccccc1	-8	i	0	i	i	-1	i	i	i	2	i
Cc1nc2nc(SCc3ccccc3)[nH]n2c(=O)c1CCC(C)C	-6	i	1	i	i	-4	i	i	i	2	i
Cc1cc(SCc2ccc(Cl)c(Cl)c2)nc(=O)[nH]1	-4	i	0	i	i	-8	i	i	i	-3	i
C=CCSc1n[nH]c(-c2ccc(OC)cc2)n1	-5	i	10	i	i	7	i	i	i	2	i
Cc1cccc(CC(=O)NC2CCN(C)CC2)c1	-2	i	-2	i	i	6	i	i	i	1	i
CCNC(=O)NC(=O)C(C)OC(=O)C1CCN(S(=O)(=O)c2ccccc2F)CC1 (stereo not drawn)	-6	i	-4	i	i	3	i	i	i	-3	i
CCN(C(=O)COc1ccccc1)c1nnc(-c2cccnc2)s1	-6	i	-11	i	i	-1	i	i	i	1	i
CCn1c(=O)cc(SCC(=O)NCCCN2CCC(C)CC2)c2ccccc21	-2	i	1	i	i	-6	i	i	i	-1	i
N/C(=N\OC(=O)CCCc1ccccc1)c1ccccc1Cl	-8	i	-8	i	i	-1	i	i	i	0	i
Nn1c(-c2cccc(Br)c2)n[nH]c1=S	-4	i	17	i	i	0	i	i	i	1	i
NNC(=O)C=C1CCN(c2ncc(C(F)(F)F)cc2Cl)CC1	-9	i	/	i	i	/	i	i	i	2	i
CC(C)CC(OC(=O)c1cccs1)C(=O)NCc1ccco1 (stereo not drawn)	-12	i	0	i	i	2	i	i	i	-5	i
CC(C)CN(CCCNC(=O)CN1N=C(c2ccc(Cl)cc2)CCC1=O)CC(C)C	-5	i	0	i	i	1	i	i	i	0	i
CCOC(=O)c1nnn(-c2nc(OC)nc(N(C)C)n2)c1-c1ccccc1	-7	i	-2	i	i	3	i	i	i	0	i
N#CC(C#N)=Cc1c[nH]c(=O)c(C#N)c1Nc1ccccc1	-6	i	/	i	i	74*	i	i	i	-25	i
CC(=O)N1CCCC(N2CCN(c3cccc(C(F)(F)F)c3)CC2)C1 (stereo not drawn)	-4	i	1	i	i	-5	i	i	i	4	i
Cc1cc(C)cc(OCC(=O)Nc2ccc(F)cc2)c1	-2	i	-4	i	i	0	i	i	i	1	i
CCCCOC(=O)c1ccc(NC(=S)NC(=O)c2c(Cl)cnn2CC)cc1	0	i	0	i	i	-2	i	i	i	0	75*
Cn1c2ccccc2c2ncn(CCC3=CCCCC3)c(=O)c21	-6	i	-1	i	i	1	i	i	i	1	i
O=C(Nc1ccc(Br)cc1)c1cc([N+](=O)[O-])cc([N+](=O)[O-])c1	-2	i	-2	i	i	1	i	i	i	2	i
COc1ccc(C2CC(=O)c3c(ccc4ccccc34)N2)cc1OC (stereo not drawn)	-5	i	0	i	i	-1	i	i	i	3	i
CCOc1ccc(NC(=O)CSc2nnc(C3CC3)n2N)cc1	-13	i	-15	i	i	-4	i	i	i	2	i
Cc1cc(C)c2oc(-c3ccc(C)c(NC(=S)NC(=O)c4cccs4)c3)nc2c1	-4	i	1	i	i	-2	i	i	i	1	i
Cc1cc(C(=O)N/N=C/c2ccco2)n[nH]1	-3	i	0	i	i	-3	i	i	i	0	i
O=C(NCCc1ccccc1)c1nnc(CS(=O)(=O)c2ccccc2)o1	-9	i	1	i	i	-3	i	i	i	1	i
C=C1c2ccccc2NC(=O)N1c1ccc(OC)cc1	-7	i	4	i	i	1	i	i	i	0	i
COC(=O)C(C)Sc1nc2c(c(=O)n(C)c(=O)n2C)n1CCC(C)C (stereo not drawn)	-7	i	-6	i	i	-3	i	i	/	-4	i
CC(C)Cn1c(SCC(=O)N2CCN(C(=O)c3ccco3)CC2)nc2ccccc2c1=O	-9	i	1	i	i	0	i	i	i	0	i
C=CCNC(=S)Nc1ccc(N(C)C)cc1	-1	i	-2	i	i	-2	i	i	i	2	i
COc1ccc(C(C(=O)NC(C)(C)C)N(C(=O)CCC(=O)Nc2cc(C)on2)c2cccc(C)c2C)cc1 (stereo not drawn)	-7	i	-6	i	i	0	i	i	i	0	i
COc1ccc(-c2nnc(N(C)C(=O)c3cccnc3)s2)cc1	-5	i	2	i	i	0	i	i	i	-3	i
CCOc1ccc(N(C)S(=O)(=O)c2cnc[nH]2)cc1	-5	i	-3	i	i	/	i	i	i	1	i
O=C(CSc1ncccc1C(=O)O)c1ccccc1F	0	i	-4	i	i	-2	i	i	i	1	i
Cc1nc2ccc(NC(=O)COc3ccccc3F)cc2s1	-8	i	-3	i	i	-1	i	i	i	-1	i
Cc1ccsc1CN(C)Cc1nc(C2CC2)no1	-8	i	1	i	i	-3	i	i	i	4	i

Random excerpt: 4 records from the list, in no set order.
SMILES	hERG protect	RGS4 inh	DYRK1A inh	KCNQ1 block	KCNK3 block	GSK3A inh	KCNK9 inh	RGS4 act	PolyA inh	GSK3beta inhib	KCNQ1 act
CCOc1ccc(N(C)S(=O)(=O)c2cnc[nH]2)cc1	-5	i	-3	i	i	/	i	i	i	1	i
NNC(=O)C=C1CCN(c2ncc(C(F)(F)F)cc2Cl)CC1	-9	i	/	i	i	/	i	i	i	2	i
Cc1ccsc1CN(C)Cc1nc(C2CC2)no1	-8	i	1	i	i	-3	i	i	i	4	i
CCOc1ccc(NC(=O)CSc2nnc(C3CC3)n2N)cc1	-13	i	-15	i	i	-4	i	i	i	2	i

Additional records follow.
SMILES	hERG protect	RGS4 inh	DYRK1A inh	KCNQ1 block	KCNK3 block	GSK3A inh	KCNK9 inh	RGS4 act	PolyA inh	GSK3beta inhib	KCNQ1 act
CC1CN(CCOc2ccc(Cl)cc2Cl)CC(C)O1 (stereo not drawn)	-7	i	-3	i	i	-2	i	i	i	-2	i
CC(C)Nc1ccc(C(CC(N)=O)NC(=O)c2ccccc2)cc1[N+](=O)[O-] (stereo not drawn)	-8	i	0	i	i	1	i	i	i	1	i
COc1ccccc1Nc1nc(-c2sc(NC(=O)c3ccc([N+](=O)[O-])cc3)nc2C)cs1	-1	i	/	i	/	1	i	i	i	-2	i
COc1ccc(O[C@H]2C=C[C@@H](c3ccccc3)O[C@@H]2CO/N=C(\C)CCN2CCc3nc(-c4ccccc4)c(-c4ccccc4)cc3C2)cc1	-13	i	/	i	/	-2	i	i	i	-2	i
Cn1c2ccccc2c2nnc(N/N=C/c3ccc(O)cc3)nc21	-1	i	/	i	i	-5	i	i	i	0	i
CN(C)CCCn1cnc2c1c(=O)[nH]c(=O)n2Cc1ccccc1	-3	i	-2	i	i	-1	i	i	i	-2	i
Cc1ccc(N2CC(C(=O)N3CCC(C(=O)Nc4nnc(C(C)C)s4)CC3)CC2=O)cc1 (stereo not drawn)	-18	i	1	i	i	0	i	i	i	/	i
CCCCN1C2=NCCCN2c2ccccc21	-5	i	2	i	i	-1	i	i	i	-1	i
Cc1ccc(C(=O)CSc2nnnn2C(C)C)c(C)c1	-6	i	-3	i	i	-1	i	i	i	1	i
O=C1CCCN1CN(C(=O)c1ccc2c(c1)OCO2)c1cccc(Cl)c1	-3	i	3	i	i	-4	i	i	i	6	i
O=[N+]([O-])c1cccc(CN(CCO)Cc2ccccc2)c1	-9	i	-2	i	i	-1	i	i	i	1	i
CC(=O)N(c1nc(CCl)cs1)c1ccc(C)cc1C	-7	i	0	i	i	-2	i	i	i	0	i
NC(=O)c1c(NC(=O)CN2CCN(S(=O)(=O)c3ccccc3)CC2)sc2c1CCC2	-6	i	13	i	i	2	i	i	i	0	i
CC(NC(=O)Cc1ccccc1)c1cc2c(cc1Br)OCCCO2 (stereo not drawn)	-8	i	2	i	i	-9	i	i	i	0	i
Cc1c(C)c2ccc(OS(C)(=O)=O)cc2oc1=O	-6	i	-4	i	i	-6	i	i	i	1	i
Cc1c(C(=O)N2CCC(C(N)=O)CC2)sc(N)c1C#N	-7	i	-4	i	i	-3	i	i	/	/	i
CC1N(O)C(C)(C)C(c2ccccc2)=[N+]1[O-] (stereo not drawn)	-10	i	-1	i	i	0	i	i	i	-1	i
CCOC(=O)C1CCCN(C(=O)COC(=O)C2=COCCO2)C1 (stereo not drawn)	-6	i	-6	i	i	-2	i	i	i	1	i
Cc1cc(C)n(C2CCCCC2OC(=O)CCc2ccccc2)n1 (stereo not drawn)	-5	i	-7	i	i	2	i	i	i	4	i
CN(C)S(=O)(=O)c1ccc(C(=O)Nc2ccnn2C2CCCCC2)cc1	-12	i	-3	i	i	-2	i	i	i	-2	i
COc1ccc(S(=O)(=O)N2CCCN(Cc3cccc(F)c3)CC2)cc1	-9	i	-6	i	i	-3	i	i	i	-1	i
CC(NC(=O)OC1CCCCC1)N1C(=O)C2C3C=CC(C3)C2C1=O (stereo not drawn)	-8	i	-13	i	i	3	i	i	i	0	i
CN(C(=O)c1ccc2c(c1)S(=O)(=O)N=C1CCCCCN12)c1ccccc1	-7	i	9	i	i	2	i	i	i	-4	i
CC(C(O)c1ccc(O)cc1)N1CCC(Cc2ccccc2)CC1 (stereo not drawn)	-8&-8	i	5&9&2	i	i	-3&-1	i	i	i	0&-4	i
COc1cc(/C=C/C(=O)c2ccc3c(c2)OCCO3)cc(OC)c1OC	-16	i	2	i	i	-1	i	i	i	0	i
CCC1CCCCN1CCCNC(=O)c1cc2c(=O)oc3ccc(C)cc3c2s1 (stereo not drawn)	-14	i	-3	i	i	2	i	i	i	-7	i
O=C(Cc1ccc(Cl)cc1)Nc1nc2ccccc2[nH]1	-6	i	4	i	i	-4	i	i	i	2	i
O=S(=O)(c1ccc(F)cc1)n1ccc(-c2cnc(-c3ccccc3)s2)n1	-10	i	1	i	i	-1	i	i	i	3	i
CCCC(=O)NC(c1ccco1)c1cc([N+](=O)[O-])c2cccnc2c1O (stereo not drawn)	-4	i	1	i	i	0	i	i	i	0	i

Screens deposited in PubChem by several laboratories.
